Screens from PubChem BioAssay.
RAD54 branch = inhibitors of human RAD54 branch migration | Q92698 | RAD54 Holliday junction branch migration, FAM/BHQ fluorescence | inhibition, % at 10.4 µM | hit rate 0.14% among 360,000 | AID 602329;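 active = mean normalized replicate activity at least 40 and at least half of replicates scoring 40 or more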;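 also: 0% = median of neutral control wells and 100% = median of positive control wells; inhibitors cause a drop in the FAM fluorescence signal; in these data hits start at about 50%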
Target sequence (Q92698 whole entry, looked up): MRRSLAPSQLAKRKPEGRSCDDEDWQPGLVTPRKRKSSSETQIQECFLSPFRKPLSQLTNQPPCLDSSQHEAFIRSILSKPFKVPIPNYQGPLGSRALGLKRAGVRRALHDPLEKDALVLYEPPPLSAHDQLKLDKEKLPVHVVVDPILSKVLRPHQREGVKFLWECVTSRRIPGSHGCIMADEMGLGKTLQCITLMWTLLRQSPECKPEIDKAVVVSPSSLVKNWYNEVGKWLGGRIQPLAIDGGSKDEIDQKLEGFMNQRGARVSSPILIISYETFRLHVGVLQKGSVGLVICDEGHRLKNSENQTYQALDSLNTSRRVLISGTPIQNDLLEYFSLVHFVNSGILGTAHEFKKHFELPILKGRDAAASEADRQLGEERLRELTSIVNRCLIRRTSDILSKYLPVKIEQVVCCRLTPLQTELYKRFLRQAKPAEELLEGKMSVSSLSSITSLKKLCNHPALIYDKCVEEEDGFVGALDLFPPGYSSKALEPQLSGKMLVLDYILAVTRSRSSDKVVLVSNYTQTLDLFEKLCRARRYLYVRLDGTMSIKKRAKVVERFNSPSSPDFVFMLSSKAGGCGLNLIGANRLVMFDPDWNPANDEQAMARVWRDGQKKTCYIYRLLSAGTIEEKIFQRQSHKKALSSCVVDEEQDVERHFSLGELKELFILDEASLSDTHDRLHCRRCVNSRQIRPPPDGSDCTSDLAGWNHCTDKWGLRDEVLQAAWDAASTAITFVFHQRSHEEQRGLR
FN deposit inh = fibronectin deposition inhibition | hit rate 0.086% among 350,000 | AH1F fibroblasts, Alexa488-fibronectin deposition fluorescence, overnight | inhibition, % at 12.6 µM;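 active = mean inhibition across replicates of 30% or more, regardless of how many single replicates reach that level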;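 also: positive control wells lacked labelled fibronectin entirely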
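Material: AH1F fibroblasts assembling fluorescent fibronectin matrix; amount: 10000 AH1F cells/well; medium: DMEM, 2% serum; reagent: Alexa488-fibronectin, 24 nM final in well; dosing: single compound dose, delivered by pin transfer; incubation: 1 h adhesion, overnight exposure; detection: fluorescence after three HBSS washes, excitation 485 nm, emission 525 nm; measure: fibronectin deposition inhibition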
XiGFP reactiv = X-chromosome reactivation activator; XiGFP mouse fibroblasts, % GFP-positive cells imaging, 3 d; cells co-treated with 5-aza-dC sensitizer; scaled so ellipticine positive control = 100%; activation, % at 7.58 µM; hit rate 0.055% among 360,000;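 active = mean normalized replicate activation at least 10% and every replicate at or above 10%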;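 also: 0% = median of on-plate neutral control wells and 100% = ellipticine 6 µM median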
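Material: XiGFP fibroblasts, SV40-immortalized. Buffer or medium: DMEM plus 5-aza-dC sensitizer. Compound: single concentration per compound, delivered by pin transfer. Times: 3 days compound exposure. Controls: ellipticine 6 µM.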
RAD52 anneal inh = inhibitors of human RAD52 DNA annealing | inhibition, % at 18.7 µM | hit rate 0.46% among 360,000 | recombinant RAD52 DNA annealing, FRET fluorescence | P43351;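 active = every replicate showing at least 50% inhibition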
esBAF inh = blocks esBAF chromatin remodeling in mouse ES cells; Bmi1-luciferase knock-in reporter, 24 h; 100% = twice the neutral-well signal; reporter increase, % at 12.5 µM; hit rate 2% among 350,000; in the data active = activation above about 40%;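 also: 0% = median of the plate's neutral control wells and 100% = double that signal; a rise in the Bmi1 reporter signal indicates esBAF inhibition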
S100A4 MyoIIA = blocks human S100A4 binding to myosin IIA peptide; inhibition, % at 10.7 µM; P26447; hit rate 0.14% among 360,000; S100A4/TAMRA-MyoIIA peptide fluorescence polarization;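 active = mean inhibition of at least 70% across replicates, with every replicate also reaching that level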
Target sequence (P26447 whole entry, looked up): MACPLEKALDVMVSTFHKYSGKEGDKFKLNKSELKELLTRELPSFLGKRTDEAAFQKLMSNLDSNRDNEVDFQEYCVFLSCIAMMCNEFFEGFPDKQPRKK
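Material: S100A4 monomer protein / Buffer or medium: 50 mM HEPES pH 7.2, 10 mM CaCl2, 100 mM KCl / Times: 5 min incubation before reading / Benchmarks: neutral control DMSO, positive control TFP / Reagent: labelled myosin peptide probe, 5 nM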
E-selectin induc = induces E-selectin expression in human endothelial cells; activation, % at 7.58 µM; hit rate 0.37% among 260,000; HUVEC E-selectin immunofluorescence imaging; normalized: neutral wells 0, TNF-alpha wells 100;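 active = mean E-selectin-positive cell signal at least 10% of the positive control, reached in at least 60% of replicates, without over 20% cell loss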;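 also: in these data hits start at about 27%; measured in HUVEC primary endothelial cells; signal is the percent of cells scored E-selectin positive by PE staining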
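Read-out: % PE-positive cells | Test system: HUVEC | Doses: One compound dose added by pin transfer | Buffer or medium: EGM-2 over gelatin coat | Signal: Immunofluorescence imaging | Benchmarks: TNF-alpha, DMSO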
EWS-Fli block = inhibitors of EWS/Fli oncoprotein transcriptional activity. A673 NR0B1-luciferase reporter, viability-normalised. inhibition, % at 12.6 µM. hit rate 0.67% among 350,000;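 active = mean inhibition of at least 50% after viability correction, with every replicate also passing that limit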;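 also: firefly luciferase signal divided by Alamar Blue viability fluorescence both relative to DMSO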
The depositor's hits bear a star; . = no result given; & = joins results of further samples.

1. Cc1ccc(S(=O)(=O)CCC(=O)NCc2ccccc2F)cc1
2. Cc1ccc(OCC(O)CN2CCN(CCO)CC2)c(C)c1 (stereo not given)
3. CC(NC(=O)c1ccccc1)C(=O)OCC(=O)c1ccc(Br)cc1 (stereo not given)
4. CCOC(=O)Nc1ccc2c3c(cccc13)-c1ccccc1-2
5. O=C(O)c1ccc(NCc2nc3cc4ccccc4cc3[nH]2)cc1
Screen / compound no.	1	2	3	4	5
RAD54 branch	6	-9	13	-5	.
FN deposit inh	3	-2	12	-16	.
XiGFP reactiv	0.0	0.3	-0.1	2.6	0.0
RAD52 anneal inh	-1	-9	-9	-5	-96
esBAF inh	4	-5	-1	46*	.
S100A4 MyoIIA	1	14	3	5	-1
E-selectin induc	0.0	0.2	0.1	4.1	6.8
EWS-Fli block	2	18	-1	-24	-9

6. C1CCC(OCCN2CCN(CCOC3CCCCC3)CC2)CC1
7. COc1ccc(OC)c(/C=C/C(=O)OCC(=O)NC2CCCCCCC2)c1
8. COc1ccc(CN(C)C[C@H]2Oc3ccc(NC(=O)CCC(F)(F)F)cc3C(=O)N([C@H](C)CO)C[C@H]2C)cc1
9. O=C(O)c1ccc(NS(=O)(=O)/C=C/c2ccccc2)cc1O
10. C[C@@H]1CN([C@@H](C)CO)C(=O)CCCn2cc(nn2)CO[C@H]1CN(C)S(=O)(=O)c1cccs1
Screen / compound no.	6	7	8	9	10
RAD54 branch	-3	-5	6	-15	-5&2
FN deposit inh	.	-11	.	.	-1
XiGFP reactiv	.	0.0	-1.2	.	0.0&0.3
RAD52 anneal inh	-2	-15	5	-20	-13&-3
esBAF inh	-4	1	-4	-3	-5&0
S100A4 MyoIIA	3	0	1	-2	-2&-5
E-selectin induc	.	0.2	.	.	0.1
EWS-Fli block	12	4	-6	-5	6&4

11. CCc1ccc(NC(=O)CC2C(=O)N(c3ccc(C)cc3)C(=O)N2C2CC2)cc1 (stereo not given)
12. S=C(NCc1cccnc1)Nc1ccc2c(c1)OCO2
13. O=S(=O)(Nc1ncccn1)c1ccc(NC(=S)Nc2ccccc2)cc1
14. Cc1noc(C)c1S(=O)(=O)Nc1ccc2c(c1)C(=O)N([C@H](C)CO)C[C@H](C)[C@@H](CN(C)S(C)(=O)=O)OCCCC[C@@H](C)O2
15. NC(=O)c1ccsc1NC(=O)COC(=O)CNC(=O)c1cccc([N+](=O)[O-])c1
Screen / compound no.	11	12	13	14	15
RAD54 branch	.	5	-4	8	0
FN deposit inh	-9	3	.	.	8
XiGFP reactiv	0.0	0.3	0.1	0.1	0.1
RAD52 anneal inh	-5	-20	-11	12	-24
esBAF inh	-5	.	.	2	-3
S100A4 MyoIIA	3	3	7	3	8
E-selectin induc	-2.7	0.1	-0.5	14	.
EWS-Fli block	6	-7	.	-2	3

16. Cc1nc(-c2ccc(F)cc2)c(CC(=O)N(C)CC(=O)Nc2ccc(Cl)c(C(F)(F)F)c2)s1
17. CCC(=O)Nc1sc(Cc2ccccc2)c(C)c1C(N)=O
18. COc1cccc(/C=C2/C(=O)NN(c3ccc(Br)cc3)C2=O)c1O
19. O=[N+]([O-])c1ccc(N2CCN(C(=S)Nc3cccc(F)c3)CC2)cc1
20. O=C(OC1CCCCC1=O)c1cc(S(=O)(=O)N2CCOCC2)ccc1F (stereo not given)
Screen / compound no.	16	17	18	19	20
RAD54 branch	-4	.	2	-11	-6
FN deposit inh	-5	6	2	7	3
XiGFP reactiv	0.1	0.6	0.0	0.1	0.0
RAD52 anneal inh	-10	-10	-13	2	-2
esBAF inh	0	1	12	.	-4
S100A4 MyoIIA	-4	3	-2	-1	4
E-selectin induc	.	6.4	.	.	.
EWS-Fli block	8	-2	-2	11	4

21. O=C(CCn1c2c(c3ccccc31)CCCC2)NNC(=O)c1ccc(Cl)c([N+](=O)[O-])c1
22. COc1ccc(C2CC(c3cccs3)=NN2C(=O)CCC(=O)O)cc1 (stereo not given)
23. CCOC(=O)C1CCN(C(=O)/C=C/c2cc(OC)c(OC)c(OC)c2)CC1
24. O=C(C[C@H]1CC[C@H]2[C@@H](COC[C@@H](O)CN2CCC(F)(F)F)O1)NCc1ccc(Oc2ccccc2)cc1
25. O=C(c1cccc2ccccc12)N1CCN(CC2CC=CCC2)CC1 (stereo not given)
Screen / compound no.	21	22	23	24	25
RAD54 branch	.	0	-3	7	-1
FN deposit inh	-7	3	-3	0	.
XiGFP reactiv	0.0	-0.2	0.1	0.1	.
RAD52 anneal inh	1	-8	.	.	-6
esBAF inh	.	16	-7	-3	6
S100A4 MyoIIA	3	1	.	.	0
E-selectin induc	.	0.0	.	0.1	.
EWS-Fli block	6	4	.	13	14

26. COc1cccc(CCNC(=O)CC2C(=O)NCCN2Cc2ccc(C)o2)c1 (stereo not given)
27. COc1ccc(S(=O)(=O)Nc2cccc3c2O[C@H](CN(C)S(=O)(=O)c2ccc(Cl)cc2)[C@H](C)CN([C@H](C)CO)C3=O)cc1
28. N#C/C(=C\c1cccnc1)c1ccccc1[N+](=O)[O-]
29. CC1NC(=O)c2cc3ccccc3cc2-n2c1nc1ccc(F)cc1c2=O (stereo not given)
30. COc1ccc(CC(=O)NCc2n[nH]c(=S)n2-c2ccccc2OC)cc1
Screen / compound no.	26	27	28	29	30
RAD54 branch	-6	-8	-7	12	.
FN deposit inh	-2	19	3	-3	-4
XiGFP reactiv	0.0	-0.9&0.1	0.4	-0.1	-0.2
RAD52 anneal inh	-32	-63	-9	-7	2
esBAF inh	-4	4	-6	-1	.
S100A4 MyoIIA	-5	-4	-15	-1	-3
E-selectin induc	.	-0.6&-0.3	-2.1	-0.1	5.4
EWS-Fli block	.	7	0	3	5

31. CCOC(=O)C1=CC[C@H]2c3c(c4ccccc4n3C)C(=O)C1N2C
32. O=C(CCc1ccccc1)Nc1ccc2c(c1)OCO2
33. COc1ccc(Cc2cc(NCc3ccccc3)c3ncn(C(C)C)c3c2)cc1
34. CCc1ccc(NC(=O)CCn2c(=O)oc3ccccc32)cc1
35. O=C(NCC(F)(F)F)c1ccc2sc([C@H]3C[C@H](O)[C@@H](CO)O3)nc2c1
Screen / compound no.	31	32	33	34	35
RAD54 branch	7	-8	-3	-1	-7
FN deposit inh	-2	2	6	-12	5
XiGFP reactiv	0.4	0.0	0.2	.	0.4
RAD52 anneal inh	-2	-8	-19	.	-2
esBAF inh	-2	28	0	-4	0
S100A4 MyoIIA	-2	-2	-3	.	-8
E-selectin induc	0.4	0.2	-0.1	-1.0	-2.9
EWS-Fli block	2	-114	6	.	-17

36. CCOC(=O)c1c(NC(=O)CN2C(=O)NC3(CCC(C)CC3)C2=O)sc(C(=O)N(C)C)c1C (stereo not given)
37. Cc1ccc(NC(=O)COc2coc(CN3CCc4ccccc43)cc2=O)cc1Cl
38. CSc1ccc(C(=O)C2CCCN(C(=O)Cc3nonc3C)C2)cc1 (stereo not given)
39. CO[C@H]1CN(C)C(=O)c2cc(NC(=O)Cc3ccccc3)ccc2OC[C@H](C)NC[C@@H]1C
40. CN(C)CCNC(=O)c1cccc(-c2cnc3c(NC=O)cc(-c4cc(F)c(F)c(F)c4)cn23)c1
Screen / compound no.	36	37	38	39	40
RAD54 branch	-2	-4	-7	1	34
FN deposit inh	4	-6	4	-17	-2
XiGFP reactiv	0.1	0.0	0.1	0.0	0.1
RAD52 anneal inh	-15	-16	.	-8	67*
esBAF inh	7	-25	3	4	3
S100A4 MyoIIA	-2	3	.	7	-4
E-selectin induc	.	.	.	0.0	-0.5
EWS-Fli block	-3	10	.	4	3

41. N#C[C@@H]1[C@H](c2ccc(-c3cccc(F)c3)cc2)[C@@H](CO)N1C(=O)c1cccnc1
42. Cn1c(SCc2nc(-c3ccc(Br)cc3)no2)nnc1-c1ccco1
43. Cc1ccc(C(=O)N2CCC(C(=O)NCc3ccco3)CC2)cc1
44. CCn1nnnc1SCC(=O)Nc1ccc(OCc2ccccc2)cc1
45. O=C(O)c1cccc(-n2cccc2/C=C/[N+](=O)[O-])c1
Screen / compound no.	41	42	43	44	45
RAD54 branch	5	-11	4	-9	.
FN deposit inh	4	8	-5	-11	2
XiGFP reactiv	0.0	.	0.4	.	-0.2
RAD52 anneal inh	-39	.	-4	.	-65
esBAF inh	0	3	-8	3	-3
S100A4 MyoIIA	11	.	-1	.	0
E-selectin induc	-0.3	4.4	.	-1.5	.
EWS-Fli block	1	.	-2	.	-10

46. Cc1ccc(S(=O)(=O)Nc2ccc3c(c2)C(=O)N([C@@H](C)CO)C[C@@H](C)[C@@H](CN(C)C(=O)NC2CCCCC2)O3)cc1
47. CC(C)(C)C(=O)Nc1cccc(-c2ncon2)c1
48. CCCCC(=O)Nc1ccc(N2CCN(C(=O)c3ccco3)CC2)cc1
49. COc1ccc2[nH]c(=O)c(CN(C(C)=O)c3ccc(C)cc3C)cc2c1
50. CCN(CC)C(=O)Cc1ccccc1
51. Cc1nn(C)cc1NC(=O)C[C@H]1CC[C@H]2[C@@H](COc3ccc(NC(=O)C4CCOCC4)cc3C(=O)N2C)O1
52. Cc1ccc(S(=O)(=O)N(C)C[C@@H]2OCCCC[C@@H](C)Oc3ccc(NC(=O)Nc4cccc5ccccc45)cc3C(=O)N([C@@H](C)CO)C[C@H]2C)cc1
53. Cc1cccc(NNC(N)=S)c1C
Screen / compound no.	46	47	48	49	50	51	52	53
RAD54 branch	-9	1	-6	1	2	-5	3	-10
FN deposit inh	.	3	-2	13	.	-7	3	4
XiGFP reactiv	0.8	0.3	0.0	-0.1	.	0.0	0.1	0.0
RAD52 anneal inh	-19	-12	-10	-11	-3	0	-27	-10
esBAF inh	8	-1	-3	-5	2	-3	-3	-4
S100A4 MyoIIA	-5	-3	-16	-3	-8	-4	-21	2
E-selectin induc	-0.8	0.0	2.9	0.1	.	0.3	-0.3	.
EWS-Fli block	7	-3	.	13	0	3	-4	10
